# High-throughput results: PubChem BioAssay, several laboratories
# TRPC6 inh: mouse TRPC6 channel inhibition; Q61143; HEK293-TRPC6, membrane potential dye, ACh-evoked depolarization; active compounds read low; B-score at 10 µM; 310,000 compounds, 1.1% hits; AID 2553;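 active = B-score under library mean minus 3 SD, initial fluorescence not abnormally high, positive integrated signal ratio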;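 note: B-score derived from integrated fluorescence ratio over the kinetic read; more negative B-score means stronger inhibition of depolarization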
# IEC-6 tox: kills IEC-6 intestinal cells in KLF5 counter-screen. AID 1825. inhibition, % at 5 µM. IEC-6 cytotoxicity, luminescence viability. 290,000 compounds, 0.78% hits; in the data active = inhibition above about 22%;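 note: 0% = plate median of test compound wells and 100% = cytotoxic reference compound wells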
# KLF5 inh: inhibitors of KLF5 expression; inhibition, % at 5 µM; DLD-1 KLF5 promoter-luciferase reporter, luminescence; 290,000 compounds, 0.23% hits;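 active = inhibition above a per-plate limit of that plate's mean compound inhibition plus 3 SD, cut at about 60% in these data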;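 note: 0% = DMSO wells and 100% = LY294002 at 200 µM; higher means less KLF5 promoter-driven luciferase light; inactives centre near -14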
# TRPC4 act: TRPC4 (mouse) channel activation. 310,000 compounds, 0.49% hits. B-score at 10 µM. HEK293 TRPC4beta/mu-opioid, Fluo4 calcium fluorescence; active compounds read high. Q9QUQ5;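 active = B-score above 5 SD of library B-scores, and initial fluorescence ratio not above library mean plus 5 SD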;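 note: positive B-score marks a calcium rise read as TRPC4 activation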
# Target sequence (Q9QUQ5 whole entry, looked up): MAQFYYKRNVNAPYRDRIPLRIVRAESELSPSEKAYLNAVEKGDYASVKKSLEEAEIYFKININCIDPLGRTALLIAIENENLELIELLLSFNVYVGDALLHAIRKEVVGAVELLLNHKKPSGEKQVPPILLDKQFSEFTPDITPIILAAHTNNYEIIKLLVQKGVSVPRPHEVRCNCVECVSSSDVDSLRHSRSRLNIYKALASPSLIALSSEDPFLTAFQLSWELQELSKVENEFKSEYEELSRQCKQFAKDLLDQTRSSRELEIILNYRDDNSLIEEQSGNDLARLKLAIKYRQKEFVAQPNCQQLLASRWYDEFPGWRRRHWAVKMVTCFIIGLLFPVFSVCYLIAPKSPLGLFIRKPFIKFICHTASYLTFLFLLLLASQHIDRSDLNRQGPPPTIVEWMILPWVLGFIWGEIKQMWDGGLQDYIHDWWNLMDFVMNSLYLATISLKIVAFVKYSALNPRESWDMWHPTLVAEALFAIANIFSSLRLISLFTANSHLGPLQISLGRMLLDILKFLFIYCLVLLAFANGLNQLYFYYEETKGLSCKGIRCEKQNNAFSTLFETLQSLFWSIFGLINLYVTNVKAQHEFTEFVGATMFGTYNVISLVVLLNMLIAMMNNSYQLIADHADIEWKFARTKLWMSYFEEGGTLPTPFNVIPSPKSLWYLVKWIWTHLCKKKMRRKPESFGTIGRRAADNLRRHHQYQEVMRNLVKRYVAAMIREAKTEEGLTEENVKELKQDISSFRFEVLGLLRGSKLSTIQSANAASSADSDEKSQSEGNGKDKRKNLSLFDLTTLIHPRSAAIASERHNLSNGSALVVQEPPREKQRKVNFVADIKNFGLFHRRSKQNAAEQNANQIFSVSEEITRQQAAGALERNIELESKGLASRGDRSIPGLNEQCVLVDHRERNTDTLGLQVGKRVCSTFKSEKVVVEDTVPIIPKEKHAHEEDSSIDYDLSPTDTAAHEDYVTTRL
#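 Technique: kinetic Fluo4 calcium fluorescence; Test system: TRPC4beta and mu-opioid receptor HEK293 stable cells; Measure: B-scored integrated calcium fluorescence ratio; Benchmarks: low control buffer alone, high control maximal DAMGO; Schedule: 45 min room-temperature Fluo4 loading, 110 s read.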
# SKKanGAS inh: inhibitors of SKKanGAS S. pyogenes growth in kanamycin (SK-promoter or general growth effect) | inhibition, % at 7.5 µM | 300,000 compounds, 1.3% hits | BacTiter-Glo, 6 h;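 active = mean replicate score, as percent of positive control median, at least 50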;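 note: strain carries kanamycin resistance gene driven by streptokinase promoter and grows in 40 µg/ml kanamycin; loss of luminescence reflects streptokinase promoter inhibition or plain growth inhibition; 0% = median of DMSO wells and 100% = positive control at its reference dose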
# TRPC4 block: blocks the mouse TRPC4 cation channel; AID 2247; Q9QUQ5; HEK293 TRPC4beta/mu-opioid, DAMGO-evoked Fluo4 calcium flux; active compounds read low; B-score at 10 µM; 300,000 compounds, 0.39% hits;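 active = B-score over 3 SD under the library average, no early fluorescence shift, positive overall ratio signal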
#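 test system = HEK293 cells with stable TRPC4beta plus mu-opioid receptor expression | detection = Fluo4 Ca2+ flux fluorescence | read-out = integrated fluorescence ratio relative to baseline, converted to per-well B score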
# TRPC6 activator: activates the mouse TRPC6 cation channel | Q61143 | HEK293-TRPC6 membrane potential dye fluorescence; active compounds read high | B-score at 10 µM | 310,000 compounds, 0.13% hits;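 active = B-score of the integrated fluorescence ratio above library mean plus 3 SD, and starting fluorescence ratio within library mean plus 5 SD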;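 note: higher score means more depolarization so channel activation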
# aSyn UTR inh: 5' untranslated region of α-synuclein, MLPCN primary screen | alpha-synuclein 5'UTR reporter, inhibitor activity | inhibition, % (tested at 7.5 µM) | 300,000 compounds, 0.82% hits | AID 1813; in the data active = inhibition above about 60%;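 note: H4 neuroglioblastoma cells stably carrying SNCA 5'UTR luciferase fusion; 0% = DMSO wells and 100% = positive control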
# HIF act: HIF pathway transcriptional activation. U2OS HRE-luciferase reporter, luminescence; normalized: DMSO 0%, desferrioxamine 100%. activation, % at 7.5 µM (by protocol). 300,000 compounds, 0.32% hits. AID 1910;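 active = mean activation of at least 10% of the iron chelator positive control signal, with at least half of replicates also reaching 10%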
# TRPC4 potent: allosterically enhances the mouse TRPC4 cation channel; HEK293 TRPC4beta/mu-opioid, DAMGO EC20, Fluo-4 Ca2+ flux; active compounds read high; B-score at 10 µM; 310,000 compounds, 0.42% hits; Q9QUQ5;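 active = B-score of calcium response area above 5 SD of library B-scores, with initial fluorescence ratio within 5 SD of library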;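 note: B-score of integrated fluorescence ratio over time as area under calcium response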
# MrgX1 antag: blocks BAM8-22 activation of human MrgX1 receptor; MRGX1-HEK293 calcium flux, Fluo-4, BAM8-22 antagonism; active compounds read low; B-score at 10 µM; AID 588676; 310,000 compounds, 1.3% hits;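 active = calcium-response B-score plate-corrected more than 3 library SD below zero, starting fluorescence within 5 deviations, no agonist response on first addition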;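 note: peak minus trough fluorescence over baseline after final BAM8-22 challenge near maximal dose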
# * hit, by the source's call; i = inactive; . = no result given.
SMILES,TRPC6 inh,IEC-6 tox,KLF5 inh,TRPC4 act,SKKanGAS inh,TRPC4 block,TRPC6 activator,aSyn UTR inh,HIF act,TRPC4 potent,MrgX1 antag
Cc1cc(NC(=O)C2C3C(=O)N(Cc4ccc(Cl)cc4)C(C(=O)NC(C)(C)C)C34C=CC2(C)O4)no1 (stereo unspecified),i,-14,-12,i,3,i,i,-5,0.2,i,i
C[C@@H]1CCC(=O)N(CC[C@H](Sc2ccccc2)c2ccccc2)CC1,i,6,-5,i,5,i,i,-12,-3.0,i,i
COC(=O)CCn1c(C)cc(C(=O)COc2ccccc2C(N)=O)c1C,i,2,-9,i,-9,i,i,4,-0.7,i,i
CCc1ccc(C(C)NC(=O)C2CCCO2)cc1 (stereo unspecified),i,0,-167,i,1,i,i,9,-1.2,i,i
CN(C)NC(=O)c1cccc(Cl)c1,i,6,14,i,6,i,i,0,0.5,i,i
CCCc1ccc(OCc2ccccc2)c2c(=O)cc(C(=O)OCC)oc12,i,-2,-7,i,3,i,i,-5,-2.5,i,i
O=C(NCc1ccccn1)c1ccc(Cn2cc(C(F)(F)F)ccc2=O)cc1,i,-7,0,i,-6,i,i,-6,-0.1,i,i
CS(=O)(=O)Nc1ccc(C(=O)NC2CC3CCC2C3)cc1 (stereo unspecified),i,-1,-25,i,4,i,i,-16,0.0,i,i
Oc1ccc(C2=NNC(=NCc3ccc4c(c3)OCO4)SC2)c(O)c1,i,2,16,i,16,i,i,-87,0.0,i,i
CCCCOc1ccc(C(=O)NN2CCN(C)CC2)cc1,i,-1,-32,i,0,i,i,1,0.3,i,i
CCCN(CC(=O)Nc1ccccc1C)C(=O)c1ccc(=O)n(Cc2ccccc2)n1,-5.1*,.,.,i,-4,i,i,4,0.0,i,i
CC(=O)C1=C(C)NC(SCC(=O)c2ccc(C)cc2)=C(C#N)C1c1ccco1 (stereo unspecified),i,-5,0,i,15,i,i,-16,0.6,i,i
COc1ccccc1OCCCCN1CCN(C(c2ccccc2)c2ccccc2)CC1,i,10,8,i,-1,i,i,25,-0.6,i,i
CC1=C(OC(=O)C(C)(C)C)C(C)(C)C(c2ccccc2)OC1=O (stereo unspecified),i,8,13,i,5,i,i,4,1.5,i,i
COC(=O)c1ccccc1NC(=O)CSc1nncn1-c1cccnc1,i,2,0,i,-3,i,i,30,0.0,i,i
O=C(Nc1ccc(F)cc1Cl)C1=COCCO1,i,.,.,i,-3,i,i,-36,-1.4,i,i
O=C(CCCc1nc(-c2ccc(Cl)cc2)no1)Nc1cccnc1,i,-2,-8,i,-21,i,i,1,-0.5,i,i
CC(C)C(=O)N1CCN(c2ccc([N+](=O)[O-])c(NC(C)c3ccccc3)c2)CC1 (stereo unspecified),i,-9,-10,i,-8,i,i,-1,-0.6,i,i
O=C(NNC(=O)c1ccc2ccccc2c1O)c1cccs1,i,1,-60,i,1,i,i,-34,0.1,i,i
COc1ccc(S(=O)(=O)Nc2ccc(O)c(Sc3nc4ccccc4s3)c2)cc1,i,8,14,i,44,i,i,16,-0.3,i,i
C#CCOCCOCCOCCNc1nc(N2CCN(C(=O)[C@H](CCCCN)n3cc(C(N)CO)nn3)CC2)nc(N2CCN(C(=O)[C@H](CCC(=O)O)n3cc(C(N)Cc4ccc(O)cc4)nn3)CC2)n1 (stereo partly specified),i,.,.,i,0,i,i,12,-0.3,i,.
O=C(NC1CC(=O)N(c2cccc(F)c2)C1)N1CCN(C(=O)c2ccco2)CC1 (stereo unspecified),i,.,.,i,-2,i,i,9,0.4,i,i
COC(=O)c1ccc(CNC(=O)CSc2nc3sc(C)c(C)c3c(=O)n2C)o1,i,-2,-22,i,-12,i,i,-5,0.0,i,i
COc1ccc(/C(O)=C2/C(=O)C(=O)N(c3ncccn3)C2c2ccc(OC)cc2)cc1 (stereo unspecified),i,-1,-2,i,-13,i,i,-32,-0.4,i,i
COc1ccc(C2=NN(CN3C(=O)C(=O)c4ccccc43)C(c3ccc(C)cc3)C2)cc1 (stereo unspecified),i,2,-84,i,9,i,i,-116,3.8,i,i

# Compound profiles (already shown). Values in the order: TRPC6 inh | IEC-6 tox | KLF5 inh | TRPC4 act | SKKanGAS inh | TRPC4 block | TRPC6 activator | aSyn UTR inh | HIF act | TRPC4 potent | MrgX1 antag
# Profile of `O=C(NCc1ccccn1)c1ccc(Cn2cc(C(F)(F)F)ccc2=O)cc1` → i | -7 | 0 | i | -6 | i | i | -6 | -0.1 | i | i
# Profile of `CCCCOc1ccc(C(=O)NN2CCN(C)CC2)cc1` → i | -1 | -32 | i | 0 | i | i | 1 | 0.3 | i | i

# The results go on:
SMILES,TRPC6 inh,IEC-6 tox,KLF5 inh,TRPC4 act,SKKanGAS inh,TRPC4 block,TRPC6 activator,aSyn UTR inh,HIF act,TRPC4 potent,MrgX1 antag
CCOCc1nnc(NC(=O)C2c3ccccc3Oc3ccccc32)s1,i,9,-14,i,6,i,i,3,-0.1,i,i
COc1ccccc1/C=C1/C(=O)ON=C1C,i,-2,-13,i,-1,i,i,-11,-15,i,i
COc1cc2c(cc1OC)C(c1ccc(SC)cc1)CC(=O)N2 (stereo unspecified),i,0,-36,i,4,i,i,15,-12,i,i
CC1CCC(=NNc2ccc(C(F)(F)F)cc2[N+](=O)[O-])CC1 (stereo unspecified),i,7,-29,i,4,i,i,-3,-0.2,i,i
O=C(CSCc1ccc(Cl)cc1)Nc1ccc2c(c1)OCCO2,i,0,-51,i,-2,i,i,-48,0.9,i,i
O=C(COC(=O)/C=C/c1cccc(F)c1)Nc1ncccn1,i,0,-35,i,0,i,i,12,0.2,i,i
NCCCC[C@H]1CN=C(N)N1CC1CCCCC1,i,.,.,i,-2,i,i,-13,-1.7,i,i
CC(C)CCOC(=O)C1[C@H]2C(=O)N(Cc3cccs3)C[C@]23C=C[C@H]1O3 (stereo partly specified),i,-7,-12,i,2,.,i,-18,-0.2,i,i
Cc1nc2cc(C(=O)OCC(=O)N(CC(C)C)C3CCS(=O)(=O)C3)ccc2n1-c1ccccc1 (stereo unspecified),i,0,-24,i,4,i,i,12,-0.2,i,i
O=C(O)CSc1nnc(-c2ccc(Cl)cc2Cl)n1-c1ccccc1,i,3,-13,i,-1,i,i,2,-17,i,i
O=c1o[nH]c(-c2ccccc2)c1-c1ccccc1,i,.,.,i,5,i,i,12,-0.3,i,i
Cc1cc(NC(NC(=O)c2ccco2)(C(F)(F)F)C(F)(F)F)no1,i,9,-11,i,-9,i,i,6,0.5,i,i
COCCNC(=O)CCc1ccc(S(=O)(=O)Nc2ccc(C)cc2)cc1,i,0,-9,i,-4,.,i,-42,-0.2,i,i
COC(=O)c1[nH]c2ccc(C)cc2c1NC(=O)CN1CCN(Cc2ccccc2)CC1,i,-3,-20,i,15,i,i,13,-1.4,i,i
Cc1nc2c(oc3ccc(Cl)cc32)c(=O)[nH]1,i,0,7,i,-2,i,i,-13,0.1,i,i
COC(=O)c1ccc(CSc2nnc(CNC(=O)c3ccc(OC)cc3)o2)o1,i,1,-62,i,-5,i,i,-14,-0.3,i,i
CC(C)c1ccc(N(C(=O)c2csnn2)C(C(=O)NC(C)(C)C)c2ccncc2)cc1 (stereo unspecified),i,2,-50,i,2,i,i,-158,.,i,i
COc1cccc(S(=O)(=O)N2CCN(C(=O)c3ccco3)CC2)c1,i,1,-4,i,-17,i,i,-4,0.0,i,i
CC(=O)CCc1oc2ccc(C)cc2c1-c1ccccc1,i,-2,9,i,-1,i,i,-9,-0.4,i,i
COC(=O)c1cn(NC(=O)/C=C/c2ccc(OC)c(OC)c2)c(=O)c2ccccc12,i,1,-21,i,3,i,i,28,-0.8,i,i
Cc1cc(C)cc(NC(=O)CN2CCc3cc4c(cc3C2C)OCCCO4)c1 (stereo unspecified),i,14,15,i,12,i,i,11,0.3,i,i
Cc1ccc(NC(=O)c2cnccn2)c(Br)c1,i,4,-80,i,5,i,i,-87,-4.2,i,i
COc1ccc2oc(C)c(C(=O)Cn3ccnc3)c2c1,i,8,13,i,-2,i,i,5,0.2,i,i
COCCn1cnc2c1c(=O)n(Cc1ccc(Br)cc1)c(=O)n2Cc1ccccc1,i,0,-28,i,33,i,i,4,-0.1,i,i
COc1ccc(-c2cc(C(=O)NC3CCCC3)c3ccccc3n2)cc1OC,i,.,.,i,0,i,i,-8,0.5,i,i

# Next results:
SMILES,TRPC6 inh,IEC-6 tox,KLF5 inh,TRPC4 act,SKKanGAS inh,TRPC4 block,TRPC6 activator,aSyn UTR inh,HIF act,TRPC4 potent,MrgX1 antag
O=C(c1cccc(NS(=O)(=O)c2ccc(Br)cc2)c1)N1CCCCC1,i,.,.,i,2,i,i,5,-0.1,i,i
COc1ccc(CNC(=O)CSc2nccn(-c3ccc(F)c(F)c3)c2=O)cc1,i,.,.,i,6,i,i,-1,0.3,i,i
Clc1ccc(C2NCCc3sccc32)cc1 (stereo unspecified),-5.9*,-4,-8,i,2,i,i,4,0.1,i,i
CC1(C)CC(=O)C2=C(C1)Nc1[nH]c(=S)[nH]c(=O)c1C2c1ccccc1 (stereo unspecified),i,-2,-17,i,6,i,i,8,0.1,i,i
COC(=O)c1c(-c2cccnc2)csc1NC(=O)c1cc(C)on1,i,4,-160,i,2,i,i,-231,2.1,i,i
O=C(NCCCCc1ccccc1)C1CC(c2ccccc2C(F)(F)F)=NO1 (stereo unspecified),i,.,.,i,3,i,i,-11,-0.6,i,i
Cc1ccc(S(=O)(=O)N2CCN(Cc3ccccc3)CC2)cc1,i,0,-11,i,-2,i,i,-6,-1.2,i,i
COc1ccc(OC)c(C2C(C#N)=C(N)Oc3cc(N)ccc32)c1 (stereo unspecified),i,-4,-26,i,0,i,i,15,0.3,i,i
Cc1nn(C)cc1S(=O)(=O)Nc1ccc(F)c(F)c1,i,-1,-5,i,0,i,i,2,-0.4,i,i
COc1ccccc1-c1coc2c(CN3CCCC(C)C3)c(O)ccc2c1=O (stereo unspecified),-5.9*,3,-14,i,3,i,i,6,0.2,i,i
COC(=O)C1=C(C)N(C)C(C)=C(C(=O)OC)C1c1cccc(Br)c1,i,1,-2,i,6,i,i,19,-0.1,i,i
CC1CCN(S(=O)(=O)c2ccc3[nH]c(=O)[nH]c3c2)CC1,i,-3,-16,i,1,i,i,5,-0.8,i,i
Cc1c(-c2ccc(Br)cc2)[n+](=O)c2c(n1[O-])CCCC2,i,-4,-1,i,6,i,i,25,-2.2,i,i
Cc1nc(Sc2ccc(Br)cc2)c(C#N)c(C)c1[N+](=O)[O-],i,0,-25,i,-20,i,i,-45,-0.1,i,i
O=c1cc(O)c2c(=O)n(-c3ccccc3)c3c(c2o1)CCCCC3,i,-5,-13,i,43,i,i,31,-2.3,i,i
